ER stress rescue = rescue of cells from ER stress-induced death, primary screen, 384-well, CSM14.1, thapsigargin, ATP luminescence (AID 1222). CSM14.1 thapsigargin-induced death rescue, ATP luminescence; higher % means a stronger effect. one-dose cellular ATP content (survival), % at 20 µM; EC50 in µM for titrated hits. 190,000 tested, under 10 active;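 active = EC50 below 50 µM in the dose-response confirmation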;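 note: death triggered by thapsigargin at about 15 µM added after 2 h compound pretreatment; cell ATP read after overnight thapsigargin exposure of roughly 18 to 22 hours; normalized against plate controls of thapsigargin alone and 5% DMSO vehicle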
Autophagy HCS = autophagy modulators in MEF cells, primary screen, imaging, high-content, MEF GFP-LC3 | MEF GFP-LC3 puncta imaging; test concentration mostly 10 µM | calls only at 10 µM (by protocol) | AID 463193, 2010 | 0.98% of 190,000 active;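 active = percentage of spot-positive cells more than 3 SD above its plate mean, without a fluorescence outlier flag or 80% toxicity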;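 note: spot-positive cell cutoff set from DMSO-treated cells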
M1AAP inhibition = P. falciparum M1AAP inhibitors, biochemical, fluorogenic H-Leu-NHMec substrate, 1536-well (AID 1445); Aminopeptidase N (Plasmodium falciparum (isolate 3D7)); recombinant M1AAP, H-Leu-NHMec fluorogenic kinetic assay; higher % means a stronger effect; inhibition, % at 30 µM, or IC50 in µM where a hit was titrated; 0.42% of 220,000 active;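 active = primary inhibition above the hit cutoff, then over 50% inhibition at one or more dose response concentrations, cut at about 23% in these data, passing the limit was not always enough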;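 note: plate controls were DMSO full reaction for no effect and no enzyme background for full effect; strong numbers were not always called active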
Dynein transport = inhibitors of GR-EGFP nuclear translocation, primary screen, dynein cargo transport inhibitor project, imaging, high-content, 3617.4 mouse cells; test concentration mostly 20 µM; stimulated with dexamethasone, 1 µM; active compounds read low; z-score, hits read low; 0.47% of 220,000 active;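 active = plate z-score of nuclear minus cytoplasmic receptor signal below a set negative limit, without overly bright fluorescence or cell loss, cut at about -3.5 in these data, passing the limit was not always enough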;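 note: z-score of nuclear minus cytoplasmic ring GR-EGFP intensity difference per well; some compounds called inactive have numbers as strong as hits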
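Schedule: 48 h induction, then 1 h compound, then 30 min agonist, 37 °C. Buffer or medium: tetracycline-free induction medium containing charcoal-stripped FBS. Reagent: 1.0 µM final dexamethasone stimulus. Evaluation: nuclear versus cytoplasmic GR-EGFP signal, averaged per well. Signal: high-content fluorescence imaging after fixation.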
UTI89 phage lysis = inhibition of K1F phage lysis, E. coli UTI89, bacterial capsule biogenesis inhibitors, alamar blue (AID 488966) | E. coli UTI89 K1F phage lysis, alamar blue, 2 h; higher % means a stronger effect | inhibition, % at 100 µM, or IC50 in µM where a hit was titrated | 0.02% of 340,000 active;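 active = phage lysis inhibition, versus mean bacterial control, above a set limit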;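 note: capsule biogenesis inhibitors block K1F phage lysis so surviving cells raise fluorescence; higher fluorescence means more inhibition of phage lysis; actives were called in the ten point dose series up to 300 µM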
MT stabilize HCS = microtubule stabilizers in HeLa cells, primary screen, imaging, high-content imaging; HeLa tubulin immunostaining HCS, 24 h; share of cells brighter than vehicle mean+2SD; 0.83% of 200,000 active; % tubulin-high responders, % at 10 µM; AID 2205, 2009;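 active = plate Z-score above 3 for both tubulin-high and condensed-nucleus cell shares, with cell loss under 80%, at 10 µM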;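 note: anti alpha tubulin signal scored within the nucleus-defined area of each cell; some results filed as inactive read as strong as hits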
b-catenin transl = modulators of beta-catenin nuclear translocation, primary screen, imaging, HeLa cells, immunofluorescence, high-content; AID 1665, 2009; 0.3% of 190,000 active; nuclear translocation activity, % at 5 µM;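 active = nuclear translocation activity above 50% at 5 µM, with a well cell count of 50 or more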;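 note: per-cell ratio of nuclear to cytoplasmic median beta-catenin stain intensity; plate controls were DMSO negative control for no effect and GSK-3 inhibitor IX positive control for full effect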
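Read-out: Nuclear/cytoplasmic beta-catenin signal ratio, % activation | Assay system: Human HeLa cell line | Times: 24 h compound exposure at 37°C, 5% CO2 | Signal: Fluorescence imaging of beta-catenin antibody stain plus DAPI | Dosing: 5 µM primary, 0.02–20 µM confirmation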
P. falciparum M17LAP = P. falciparum M17LAP inhibitors, primary screen, biochemical, fluorogenic H-Leu-NHMec substrate, 1536-well (AID 1619); Leucine aminopeptidase (Plasmodium falciparum (isolate 3D7)); recombinant M17LAP, H-Leu-NHMec fluorogenic kinetic assay; higher % means a stronger effect; inhibition, % at 30 µM, or IC50 in µM where a hit was titrated; 0.38% of 220,000 active;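 active = compound inhibiting the enzyme by more than half at any dose during confirmatory dose-response retesting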;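 note: plate controls were full reaction with DMSO carrier for no effect and no enzyme background for full effect; strong numbers were not always called active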
Ins promoter up = insulin promoter activators in MIN6 cells, imaging, high-content screening, mouse beta cells; z-score at 5 µM; 0.3% of 190,000 active; MIN6 insulin promoter-GFP reporter; active compounds read high; AID 1625, 2009;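 active = z-score above 3 at 5 µM with at least 500 cells counted in the well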
Dynein transport cytoplasmic EGFP = also measured in Dynein transport; calls as there; z-score; measured here: cytoplasmic GR-EGFP intensity; active compounds read high
Dynein transport nuclear GR-EGFP = also measured in Dynein transport; calls as there; z-score; measured here: nuclear GR-EGFP intensity;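 lower value marks the stronger effect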
Dynein transport cell count = also measured in Dynein transport; calls as there; z-score; measured here: cell count per field
Ins promoter up cell count = recorded beside Ins promoter up, whose call it bears; cell count; measured here: cytotoxicity, nuclei count;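 total cells summed across four imaged fields per well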
b-catenin transl cell count 5 µM = also measured in b-catenin transl; calls as there; cell count; measured here: cell count, cytotoxicity flag
MT stabilize HCS Hoechst-high % = also measured in MT stabilize HCS; calls as there; % Hoechst-high responders; measured here: nuclear condensation Hoechst responders;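 share of cells brighter than vehicle mean plus two SD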
MT stabilize HCS cytotoxicity % = second read-out of MT stabilize HCS, no call of its own (marks repeat the call); toxicity, %; measured here: cytotoxicity by cell density;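 0% = mean cell density of plate MIN control wells and 100% = no cells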
Autophagy HCS cell loss 18 h = also measured in Autophagy HCS; calls as there; toxicity, %; measured here: cell loss, nuclei count;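 cell loss after 18 h compound exposure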
* = called active by the depositor; i = inactive; · = not tested or not shown; [ ] = remark or other dose.

SMILES | ER stress rescue | Autophagy HCS | Autophagy HCS cell loss 18 h | M1AAP inhibition | Dynein transport | Dynein transport cytoplasmic EGFP | Dynein transport nuclear GR-EGFP | Dynein transport cell count | UTI89 phage lysis | MT stabilize HCS | MT stabilize HCS Hoechst-high % | MT stabilize HCS cytotoxicity % | b-catenin transl | b-catenin transl cell count 5 µM | P. falciparum M17LAP | Ins promoter up | Ins promoter up cell count
Cc1cc(=O)oc2c3c4c(cc12)OCCN4CCC3 | -3.0% | i | -2.8 | 19.4% | -0.339 | -0.195 | -0.211 | -0.48 | -0.5% | 2.4 | 2.1 | 4.7 | -0.8 | 471 | -485.6% | -0.1 | 1274
CCc1ccc2c(c1)C(C)=CC(C)(C)N2 | -0.1% | i | -6.1 | 4.5% | 0.287 | -0.245 | 0.129 | 0.541 | 1.1% | 4.3 | 1.5 | 1.7 | -0.1 | 940 | 0.2% | 0.89 | 1343
CCc1ccc2[nH]c(=O)c(CN(CCCN3CCOCC3)C(=O)Nc3cccc(Cl)c3)cc2c1 | 0.5% | i | -1.2 | 18.1% | 1.64 | -0.19 | 0.884 | -0.635 | -0.3% | 4.2 | 3.0 | 3.9 | -2.7 | 966 | 13.5% | -0.14 | 941
CCOc1ccccc1N(C)C(=O)c1cc2c(=O)n(CC)c3ccccc3c2s1 | · | · | · | 6.4% | -0.465 | -0.223 | 0.11 | 0.425 | -0.4%[50 µM] | · | · | · | 0.1 | 1299 | 19.6% | -0.91 | 1013
CN(Cc1ccccc1)S(=O)(=O)c1ccc(S(=O)(=O)N(Cc2ccc(F)cc2)C2CCCC2)cc1 | -0.4% | i | 6.7 | 2.4% | -1.04 | 0.0045 | -0.301 | 0.707 | 7.0% | 1.4 | 0.8 | 9.7 | 0.6 | 1072 | -6.9% | -1.21 | 674
CSc1ncccc1C(=O)OCC(=O)NC1CCS(=O)(=O)C1 (stereo unspecified) | -0.7% | i | -4.4 | 0.7% | 0.338 | -0.00758 | 0.292 | -0.334 | -0.2% | 2.1 | 1.9 | 4.8 | -8.5 | 1021 | -6.1% | 1.39 | 1465
COc1ccc(Nc2nc(-c3c[nH]c4ccccc34)cs2)cc1 | -1.4% | i | 2.1 | 0.9% | 0.256 | 0.176 | 0.369 | 0.143 | 5.2% | 2.5 | 1.1 | 5.1 | 0.7 | 495 | -4.8% | -0.72 | 1304
OCCC1CN(Cc2ccc3c(c2)CCO3)CCN1C1CCCC1 (stereo unspecified) | -0.1% | i | 3.5 | 0.2% | -0.17 | -0.13 | -0.326 | 4.84 | 0.3% | 2.5 | 1.6 | 6.1 | -0.5 | 1496 | -0.8% | 0.16 | 1466
COCCNC(=O)c1cn(C)c2ccc(S(=O)(=O)N(C)C3CCCCC3)cc2c1=O | 0.0% | i | -4.4 | 9.7% | 0.353 | -0.0311 | 0.485 | -0.634 | 0.6% | 2.6 | 4.4 | 5.1 | · | · | 5.4% | -1.38 | 1013
Cc1cc2cc(CN(CCN3CCOCC3)C(=O)Nc3ccccc3F)c(=O)[nH]c2cc1C | 2.1% | i | -4.7 | 19.1% | -0.358 | -0.227 | -0.0259 | 1.03 | -0.4% | 1.6 | 1.5 | 6.2 | -0.3 | 1119 | 6.6% | -0.69 | 843
O=S(=O)(c1ccccc1)c1cnc(-c2cccnc2)nc1-c1ccc(Cl)c(Cl)c1 | -0.4% | i | 35.4 | 3.8% | 0.465 | 0.42 | 0.973 | -1.77 | 0.5% | 5.9 | 1.2 | 8.5 | · | · | -1.7% | 0.7 | 1046
O=S(=O)(Nc1cccnc1)c1cc(Cl)ccc1Cl | 0.1% | i | 4.1 | 25.4%* | 0.0887 | -0.26 | 0.326 | 1.09 | 0.5%[50 µM] | 2.0 | 2.1 | 10.0 | -0.2 | 1065 | -14.3% | 0.9 | 1779
COc1ccccc1N(CC(=O)NC1CCCC1)C(=O)CCC(=O)Nc1cc(C)on1 | 0.2% | i | -1.5 | 1.2% | -0.42 | -0.283 | -0.824 | 1.03 | 1.6% | 3.7 | 1.4 | 2.9 | 1.0 | 1002 | -2.0% | -0.97 | 1655
N#C/C(C(=O)N1CCCCC1)=C1\Nc2ccccc2S1 | · | i | 4.1 | 2.7% | 0.246 | -0.197 | 0.108 | -0.699 | 0.5% | 1.8 | 1.6 | 3.2 | 0.2 | 1071 | 11.8% | 0.34 | 1226
COc1ccc(CNc2nc(-c3cccnc3)nn2C(C)=O)cc1 | -3.3% | i | 4.0 | -2.1% | -0.214 | -0.376 | 0.233 | 0.109 | 0.1% | 3.3 | 2.3 | 4.1 | 0.2 | 1137 | -0.4% | · | ·
Cc1ccc(NC(=O)CSc2nnc(-c3ccc(S(=O)(=O)N4CCCC4)cc3)o2)cc1C | -0.2% | i | -10.2 | 2.4% | -0.16 | -0.296 | -0.142 | 0.399 | 0.6% | 5.3 | 4.5 | 9.1 | -0.8 | 1150 | -4.4% | · | ·
COc1ccc(-c2cc(C(=O)Nc3cnn(Cc4ccccc4C)c3)no2)cc1OC | 2.2% | i | -2.6 | -2.4% | 0.341 | -0.18 | 0.181 | 0.0384 | 4.1% | 2.0 | 1.8 | 8.4 | 1.4 | 1378 | -7.5% | -0.27 | 1546
C/C(=N\OC(=O)c1ccccc1)c1cc(-c2ccc(Cl)cc2)no1 | -0.3% | i | 14.8 | -1.8% | 0.571 | -0.484 | 0.396 | 0.109 | -0.3%[50 µM] | 2.5 | 3.4 | 8.8 | · | · | -4.2% | · | ·
COCP(=O)(c1ccccc1)c1ccccc1 | -0.9% | i | 2.0 | 7.9% | -0.719 | -0.0419 | -0.342 | 0.184 | 0.4% | 1.3 | 1.6 | 2.5 | · | · | -1.1% | · | ·
CN(C)CC(O)COc1cccc(OCC(O)CN(C)C)c1 (stereo unspecified) | 0.9% | i | 14.0 | 5.7% | -0.778 | 0.144 | -0.273 | 0.748 | 1.2% | 2.6 | 2.7 | 8.4 | -1.2 | 1337 | 6.0% | -0.21 | 1532
OCCCc1ccc(O)c(O)c1 | -2.2% | i | -12.0 | 2.8% | 0.712 | -0.156 | 0.595 | -0.649 | 1.6% | 4.2 | 2.1 | 11.8 | -1.7 | 1117 | 7.3% | 0.71 | 1371
CC(C)CCNC(=S)Nc1ccccc1F | -0.5% | i | 0.7 | -2.0% | 0.0918 | -0.248 | 0.349 | 0.0169 | 2.6%[50 µM] | 1.6 | 1.3 | 10.0 | 3.2 | 1140 | -1.4% | 0.06 | 1559
CC(Oc1ncnc2ccccc12)C(=O)Nc1cccc(S(=O)(=O)N2CCOCC2)c1 (stereo unspecified) | -0.3% | i | 19.7 | -1.3% | -0.212 | 1.03 | -0.139 | 1.1 | 0.1% | 3.2 | 3.0 | 3.5 | -2.7 | 556 | -18.4% | 0.18 | 1180
O=C(CSc1nc2ccccc2s1)NNC(=S)Nc1ccc(Cl)cc1 | -1.8% | i | 33.7 | -20.9% | 0.334 | 0.0673 | 0.782 | -0.829 | -0.2%[50 µM] | 3.7 | 2.3 | 7.2 | -2.4 | 1065 | 15.2% | 0.33 | 1473
CCOC(=O)N1CCN(C(=O)c2ccccc2NC(=O)c2ccc(F)cc2)CC1 | 0.1% | i | -0.2 | -9.2% | 0.968 | -0.313 | 0.213 | -0.527 | -2.0% | 2.9 | 1.3 | 2.2 | -0.7 | 964 | 1.0% | -0.08 | 1379
CS(=O)(=O)N(CC(=O)N1CCCC1)Cc1ccc(Cl)cc1 | -1.9% | i | 8.6 | 2.6% | 0.74 | -0.255 | 0.471 | 0.125 | 5.2% | 3.5 | 1.3 | 4.0 | -3.4 | 542 | 7.8% | -1.46 | 1338
CS(=O)c1nc(-c2ccc(Br)cc2)cc(-c2ccccc2)c1C#N (stereo unspecified) | -1.7% | i | 23.9 | 8.0% | -4.14* | 1.51* | -2.62* | -0.479* | 0.1% | 71.5 | 7.1 | 87.6 | -1.0 | 1027 | 10.2% | -4.24 | 866
Cc1ccc(NC(=O)N2CCCC2C(=O)NCCc2ccccc2)cc1 (stereo unspecified) | -1.3% | i | 23.3 | 4.5% | -0.525 | -0.208 | 0.0144 | 0.0934 | 0.0% | 5.2 | 2.9 | 7.8 | -2.7 | 966 | 5.6% | -0.14 | 1113

Screens deposited in PubChem by several laboratories.
